Mcl1-Noxa inh – Mcl-1/Noxa interaction inhibition; TR-FRET Mcl-1/Noxa peptide binding, 2 h; inhibition, % at 21.7 µM; hit rate 1.5% among 220,000;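 active = compounds that cut the protein-peptide binding signal by more than 50% relative to plate controls in a single-dose test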;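 also: His-tagged Mcl-1 with rhodamine Noxa BH3 peptide and terbium anti-His antibody; 0% = Mcl-1 plus Noxa peptide wells and 100% = peptide-only wells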
Target sequence (Q07820 whole entry, looked up): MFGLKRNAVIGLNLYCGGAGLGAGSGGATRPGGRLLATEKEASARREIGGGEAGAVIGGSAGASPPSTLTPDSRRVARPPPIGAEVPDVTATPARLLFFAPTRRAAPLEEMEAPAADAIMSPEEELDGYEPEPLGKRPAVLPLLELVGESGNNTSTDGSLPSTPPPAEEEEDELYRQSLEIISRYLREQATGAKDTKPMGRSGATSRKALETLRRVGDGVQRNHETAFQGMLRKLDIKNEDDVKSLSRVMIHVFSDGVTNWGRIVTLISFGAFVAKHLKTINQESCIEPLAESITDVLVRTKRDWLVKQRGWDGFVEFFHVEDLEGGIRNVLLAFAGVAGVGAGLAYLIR
RGS8-Gao – regulators of human RGS8-Galphao interaction. P09471. response (percent of control binding), % at 10 µM. multiplexed bead flow cytometry, RGS8-Galphao binding; actives lie on both sides. AID 1423. hit rate 0.34% among 220,000; in the data active = response below about 60% or above about 140%; inactive = in between;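 also: Galphao activated as the GDP aluminium fluoride complex binding bead-coupled RGS8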
Target sequence (P09471 whole entry, looked up): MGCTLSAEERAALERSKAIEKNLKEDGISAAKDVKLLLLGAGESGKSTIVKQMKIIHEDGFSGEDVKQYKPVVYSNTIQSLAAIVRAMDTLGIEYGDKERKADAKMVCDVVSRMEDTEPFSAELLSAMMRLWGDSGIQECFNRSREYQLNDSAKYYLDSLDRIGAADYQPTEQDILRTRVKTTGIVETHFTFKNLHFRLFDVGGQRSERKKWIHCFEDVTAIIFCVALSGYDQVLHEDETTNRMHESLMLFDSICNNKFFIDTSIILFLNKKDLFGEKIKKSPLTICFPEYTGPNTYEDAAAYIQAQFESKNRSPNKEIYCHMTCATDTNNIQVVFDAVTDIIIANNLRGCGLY
Rac1 wt GTP bind – modulators of human Rac1 wildtype GTP binding; hit rate 0.27% among 190,000; GTP binding activity (% of control), % at 10 µM; P63000; GST-Rac1 beads, fluorescent GTP binding, flow cytometry; actives lie on both sides; 0 = cold GTP competed, 100 = untreated;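 active = GTP binding activity at least 20 points away from the 100% control level, either lower or higher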
Rac1 act GTP bind – human Rac1 activated mutant GTP binding change; GST-Rac1 activated beads, fluorescent GTP binding, flow cytometry; actives lie on both sides; 100% means binding = to untreated wells; percent activity (GTP binding), % at 10 µM; AID 764; P63000; hit rate 0.11% among 190,000;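 active = GTP binding at least 20 percentage points away from the 100% baseline, in either direction, so actives lie on both sides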
Rab2A wt mod – changes GTP binding to wildtype dog Rab2A, up or down. P61105. GST-Rab2 wt beads, Bodipy-GTP binding, flow cytometry. GTP binding activity, % at 10 µM. hit rate 0.19% among 190,000. AID 760;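 active = GTP binding activity at least 20 points away from 100%, either lowered or raised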;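 also: 0% = beads with excess unlabeled GTP and 100% = no-compound control corrected for plate trend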
Mcl-1 Bim block – human Bim-Mcl-1 interaction inhibition | Q07820 | inhibition, % at 10 µM | AID 1009 | Bead-based flow cytometry, Bim peptide-Mcl-1 binding | hit rate 0.1% among 190,000; in the data active = inhibition above about 40%;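 also: 0% = no compound tracer wells and 100% = peptide blocker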
Cdc42 wt GTP – changes GTP binding to wildtype human Cdc42; GST-Cdc42 beads, Bodipy-GTP binding, flow cytometry; actives lie on both sides; P60953; hit rate 0.2% among 190,000; percent activity (GTP binding), % at 10 µM;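 active = percent activity GTP binding at least 20 points away from the 100% baseline, either down as inhibitor or up as activator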;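 also: median bead fluorescence of bound Bodipy-FL-GTP at 100 nM; 0% = excess unlabeled GTP control and 100% = no compound control; below 100% means less GTP binding so inhibitor and above means activator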
Target sequence (P60953 whole entry, looked up): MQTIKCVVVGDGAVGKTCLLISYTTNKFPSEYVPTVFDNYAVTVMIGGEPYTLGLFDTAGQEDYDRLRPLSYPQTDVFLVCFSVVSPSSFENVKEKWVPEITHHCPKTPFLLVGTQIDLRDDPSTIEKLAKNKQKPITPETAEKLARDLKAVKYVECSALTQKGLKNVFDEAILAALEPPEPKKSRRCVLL
Rab7 wt GTP bind – alters GTP binding to wildtype dog Rab7; GST-Rab7 beads, fluorescent GTP binding, flow cytometry; actives lie on both sides; untreated = 100%, excess cold GTP = 0%; GTP binding activity (percent of control), % at 10 µM; hit rate 0.055% among 190,000; AID 758;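 active = fluorescent GTP binding to Rab7 beads changed by at least 20 points from the 100% baseline, either direction, mostly lower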;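 also: median green fluorescence of bound Bodipy-FL-GTP per Rab7 bead population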
Mcl1 Bid PPI – disrupts binding of human Mcl-1 to Bid peptide | Q07820 | TR-FRET Mcl-1/Bid-Dy647 peptide binding, 1536-well | inhibition, % at 21.7 µM | hit rate 0.97% among 220,000 | AID 1021;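 active = compounds that cut the binding signal by more than half at the single screening dose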;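 also: His-tagged Mcl-1 with europium anti-His antibody binding Bid BH3 peptide; 0% = Mcl-1 plus peptide wells and 100% = peptide-only wells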
HRas wt GTP – human HRas wildtype GTP binding, change in either direction; P01112; GST-Ras wt beads, Bodipy-FL-GTP binding, flow cytometry; actives lie on both sides; GTP binding activity, % at 10 µM; hit rate 0.14% among 190,000; AID 759;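 active = GTP binding activity at least 20% away from the 100% baseline, either lowered as inhibitor or raised as activator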;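 also: 0% = unlabeled GTP competition control and 100% = no-compound control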
Pf gametocyte – kills late stage P. falciparum gametocytes; inhibition, % at 10.9 µM; hit rate 0.065% among 150,000; P. falciparum stage V gametocytes, ATP luminescence, 24 h;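 active = inhibition above the mean plus 3 SD of compounds within the control limits, set per campaign, cut at about 38% in these data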;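 also: 0% = DMSO wells and 100% = medium only without gametocytes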
* marks the source's active call; other numbers are inactive results; / = not tested or not shown. The order is random; 2.9% or so of the library scored in one or more.

Order of values – Mcl1 Bid PPI, Rab7 wt GTP bind, Cdc42 wt GTP, Rac1 act GTP bind, HRas wt GTP, Rab2A wt mod, Rac1 wt GTP bind, Mcl1-Noxa inh, Pf gametocyte, RGS8-Gao, Mcl-1 Bim block
- O=C(CSc1nc2ccccc2o1)N1c2ccccc2Sc2ccc(Cl)cc21
 : -10.5, 102.0, 103.0, 101.0, 103.0, 103.0, 110.0, 8.1, 16.8, 100.7, -1.0
- O=C(Nc1ccc2c(c1)OCO2)C1CCCN1C(=O)NCc1ccccc1 (stereo not given)
 : -24.1, 101.0, 105.0, 104.0, 104.0, 102.0, 107.0, 5.4, /, 100.7, 2.0
- COc1ccc(CCn2c3c(c(=O)[nH]c2=O)C(NC(=O)c2cccs2)(C(F)(F)F)C(=O)N3)cc1OC (stereo not given)
 : 6.5, 101.0, 97.0, 95.0, 100.0, 96.0, 98.0, -9.6, 11.1, 102.1, -2.0
- COc1cccc(NC(=O)CSc2nnc(-c3ccoc3C)n2CC2CCCO2)c1 (stereo not given)
 : -8.3, 102.0, 101.0, 98.0, 103.0, 100.0, 101.0, -4.0, /, 100.1, 2.0
- CC(Oc1ccccc1)C(=O)Nc1ccccc1O (stereo not given)
 : -26.0, 103.0, 108.0, 101.0, 103.0, 104.0, 105.0, 1.6, -19.5, 102.2, -3.0
- O=C1CC(NCc2ccccc2F)C(=O)N1c1ccccc1 (stereo not given)
 : -34.6, 95.0, 101.0, 97.0, 100.0, 101.0, 105.0, 4.2, /, 99.9, 4.0
- OC1CCCN(C(=S)Nc2ccc(SC(F)F)cc2)C1 (stereo not given)
 : -44.7, 101.0, 103.0, 98.0, 97.0, 98.0, 101.0, 3.5, -33.1, 106.8, -7.0
- Cn1c(=O)c(=O)n(C)c2cc(S(=O)(=O)CCC(=O)N3CCOCC3)ccc21
 : -5.8, 98.0, 101.0, 97.0, 99.0, 99.0, 102.0, 1.8, /, 101.4, -6.0
- COc1cc(OC)c(OC)cc1/C=N/NC(=S)NCCN1CCOCC1
 : -27.3, 98.0, 92.0, 92.0, 93.0, 95.0, 93.0, 12.5, /, 102.1, -2.0
- COc1cccc(-c2nnc(NC(=O)C(C)C)o2)c1
 : -2.4, 100.0, 103.0, 101.0, 104.0, 102.0, 107.0, 11.6, /, 104.5, 2.0

Three records picked at random from the list so far:
Order of values – Mcl1 Bid PPI, Rab7 wt GTP bind, Cdc42 wt GTP, Rac1 act GTP bind, HRas wt GTP, Rab2A wt mod, Rac1 wt GTP bind, Mcl1-Noxa inh, Pf gametocyte, RGS8-Gao, Mcl-1 Bim block
- COc1ccc(CCn2c3c(c(=O)[nH]c2=O)C(NC(=O)c2cccs2)(C(F)(F)F)C(=O)N3)cc1OC (stereo not given)
 : 6.5, 101.0, 97.0, 95.0, 100.0, 96.0, 98.0, -9.6, 11.1, 102.1, -2.0
- OC1CCCN(C(=S)Nc2ccc(SC(F)F)cc2)C1 (stereo not given)
 : -44.7, 101.0, 103.0, 98.0, 97.0, 98.0, 101.0, 3.5, -33.1, 106.8, -7.0
- Cn1c(=O)c(=O)n(C)c2cc(S(=O)(=O)CCC(=O)N3CCOCC3)ccc21
 : -5.8, 98.0, 101.0, 97.0, 99.0, 99.0, 102.0, 1.8, /, 101.4, -6.0

(next part)
Order of values – Mcl1 Bid PPI, Rab7 wt GTP bind, Cdc42 wt GTP, Rac1 act GTP bind, HRas wt GTP, Rab2A wt mod, Rac1 wt GTP bind, Mcl1-Noxa inh, Pf gametocyte, RGS8-Gao, Mcl-1 Bim block
- N#CCCN(Cc1cccnc1)S(=O)(=O)c1ccc(S(=O)(=O)N2CCCCCC2)cc1
 : 0.1, 100.0, 104.0, 102.0, 102.0, 102.0, 102.0, 13.8, -18.0, 103.1, 1.0
- COc1ccccc1NS(=O)(=O)c1ccc(NC(=O)c2nc3ncccn3n2)cc1
 : -25.4, 99.0, 104.0, 102.0, 98.0, 98.0, 106.0, -3.8, -10.9, 121.8, -1.0
- Cc1ccc(NCc2nnc(SCC(=O)Nc3ncc(C)s3)n2CC2CCCO2)c(C)c1 (stereo not given)
 : -12.5, 96.0, 98.0, 94.0, 98.0, 95.0, 93.0, 6.6, 13.6, 104.2, -3.0
- COc1ccc(NC(=S)NN2CCOCC2)cc1OC
 : -48.2, 102.0, 102.0, 97.0, 101.0, 99.0, 102.0, -10.6, /, 99.5, -8.0
- Nc1cccc(C(=O)O)c1
 : -3.2, 95.0, 100.0, 99.0, 101.0, 100.0, 99.0, 13.7, /, 99.5, -1.0
- COc1cc(/C=C/C(=O)OCC(=O)N2CCc3ccccc3C2)ccc1O
 : -33.2, 99.0, 103.0, 102.0, 101.0, 98.0, 104.0, 20.9, -5.3, 99.3, -6.0
- O=C(CNC(=O)c1ccc(-c2ccccc2)cc1)OCc1ccc(Cl)cc1
 : -6.7, 102.0, 102.0, 97.0, 98.0, 101.0, 105.0, -10.3, 2.7, 108.2, -7.0
- Cc1cc(OCC(=O)c2ccc(Br)cc2)ccc1N1C(=O)CCC1=O
 : -19.7, 100.0, 102.0, 99.0, 98.0, 101.0, 104.0, 6.2, -8.1, 102.6, -3.0
- Cc1cc(Br)cnc1NC(=S)Nc1ccc(F)cc1F
 : -23.4, 96.0, 99.0, 98.0, 98.0, 97.0, 101.0, 14.7, -8.5, 93.4, -1.0
- CCCCNC(=O)c1cccc(NC(=O)C(=O)c2ccccc2NC(C)=O)c1
 : -5.4, 101.0, 102.0, 98.0, 99.0, 98.0, 104.0, 4.3, 5.0, 87.1, -1.0
- COc1cc(S(=O)(=O)NC2CCCCC2)ccc1F
 : -7.9, 98.0, 99.0, 99.0, 99.0, 99.0, 101.0, 8.2, /, 103.4, 0.0
- CSc1nc(-c2ccccc2)nn1S(=O)(=O)c1ccccc1
 : 8.2, 93.0, 95.0, 93.0, 95.0, 94.0, 100.0, 3.6, -20.3, 104.4, -1.0
- O=C(CCSc1nc2cc(Cl)ccc2o1)N1CCOCC1
 : 7.0, 101.0, 98.0, 97.0, 99.0, 98.0, 101.0, -1.9, -1.9, 98.5, 0.0
- Cc1ccc2c(c1)C(=NC1CCCCC1)c1cc3ccccc3nc1-2
 : 11.3, 99.0, 99.0, 100.0, 99.0, 96.0, 102.0, 6.4, -0.1, 104.3, -8.0
- N#CC1=C(N)OC2=C(C(=O)CCC2)[C@]12C(=O)N(CC(N)=O)c1ccccc12
 : 11.8, 95.0, 101.0, 98.0, 99.0, 97.0, 98.0, -10.0, -7.6, 99.0, 0.0
- CC1(C)C(=O)NCCN1C(=O)CC1C(=O)NCCN1CC(c1ccccc1)c1ccccc1 (stereo not given)
 : -33.5, 100.0, 94.0, 93.0, 96.0, 96.0, 95.0, -12.1, 20.0, 86.5, 0.0
- NC(=O)C1CCCN(C(=O)Nc2cccc3ccccc23)C1 (stereo not given)
 : -6.3, 96.0, 101.0, 97.0, 100.0, 99.0, 101.0, -19.8, /, 101.5, -2.0
- CCOC(=O)N1CCN(C(=O)CSCc2ccc(C)cc2)CC1
 : -16.9, 95.0, 99.0, 94.0, 96.0, 96.0, 94.0, /, /, 102.8, -4.0
- CN(C)/C=C/C(=O)c1ccc(-n2cccc2)cc1
 : -33.8, 96.0, 101.0, 94.0, 99.0, 96.0, 99.0, 12.3, -5.0, 100.1, -2.0
- Cc1ccc(NC(=O)CCCc2ccccc2)nc1
 : -14.6, 101.0, 97.0, 97.0, 97.0, 97.0, 99.0, -14.3, -21.6, 96.8, -4.0
- COCCCN1C(=O)c2ccc(C(=O)Nc3ccccc3OC)cc2C1=O
 : -14.7, 101.0, 100.0, 97.0, 100.0, 97.0, 101.0, 2.7, /, 104.6, -2.0
- CN1C(=O)/C(=C/c2cc(N=Nc3ccccc3)ccc2O)SC1=S
 : 6.8, 102.0, 98.0, 95.0, 97.0, 97.0, 102.0, 53.8*, /, 101.9, -4.0
- O=c1cc(/C=C/c2ccccc2)oc2c1ccc1ccccc12
 : 43.4, 95.0, 97.0, 98.0, 97.0, 95.0, 95.0, 3.1, 6.5, 91.3, 0.0
- Cc1c(Cl)c(-c2n[nH]c(=S)n2Cc2ccco2)nn1C
 : -50.2, 91.0, 98.0, 96.0, 97.0, 97.0, 100.0, 16.7, 4.2, 100.8, 0.0
- Cc1nc2nc(-c3ccccc3)cn2nc1C
 : -17.0, 97.0, 99.0, 97.0, 99.0, 96.0, 101.0, -14.1, 7.5, 92.2, 0.0
- O=C(CSc1ncn(-c2ccccc2)n1)Nc1ccc2c(c1)OCO2
 : -24.4, 99.0, 100.0, 99.0, 100.0, 100.0, 100.0, 7.0, /, 101.1, -3.0
- CCOC(=O)c1sc2nccc(N(C)C)c2c1N=CNOC
 : -21.2, 99.0, 105.0, 102.0, 102.0, 100.0, 108.0, 8.5, -10.0, 94.5, -2.0
- COc1ccc(/C=N/NC(=O)c2[nH]c3ccc(Br)cc3c2-c2ccccc2)cc1
 : -8.1, 95.0, 100.0, 97.0, 99.0, 96.0, 101.0, 8.2, 2.2, 102.8, 3.0
- Cn1c(N/N=C/c2c[nH]c3ccccc23)nc2ccccc21
 : -158.0, 100.0, 107.0, 101.0, 106.0, 101.0, 105.0, 38.9, /, 100.3, -3.0
- COc1cccc(CN2CCNC(=O)C2CC(=O)N2CCOc3ccccc3C2)c1OC (stereo not given)
 : -20.7, 97.0, 97.0, 95.0, 96.0, 95.0, 100.0, 6.9, 9.9, 98.9, 0.0
- Cn1c(=O)[nH]c(=O)c2c1nc(N1CCOCC1)n2CC(O)COc1ccccc1 (stereo not given)
 : -19.6, 99.0, 105.0, 100.0, 100.0, 100.0, 103.0, 10.7, /, 79.0, -3.0
- CC1CCN(C(=O)c2cc3ccccc3o2)CC1
 : 8.8, 98.0, 103.0, 101.0, 103.0, 101.0, 108.0, -4.7, 5.0, 96.2, 0.0
- Cc1cccc(OCCCn2c(CCNC(=O)C(C)C)nc3ccccc32)c1
 : 3.3, 96.0, 95.0, 96.0, 97.0, 98.0, 104.0, 1.3, /, /, -3.0
- O=C(CCN1C(=O)c2cccc3cccc(c23)C1=O)NCc1ccco1
 : -47.5, 95.0, 95.0, 96.0, 96.0, 96.0, 100.0, 9.3, /, 116.1, 0.0
- CCC(=O)Nc1ccc(NC(=S)Nc2ccccc2)cc1
 : -51.8, 102.0, 98.0, 99.0, 100.0, 99.0, 101.0, 6.7, -11.1, 99.6, -1.0

4 compounds from above, reduced to Mcl1-Noxa inh and Mcl1 Bid PPI:
compound | Mcl1-Noxa inh | Mcl1 Bid PPI
CN1C(=O)/C(=C/c2cc(N=Nc3ccccc3)ccc2O)SC1=S | 53.8* | 6.8
O=c1cc(/C=C/c2ccccc2)oc2c1ccc1ccccc12 | 3.1 | 43.4
Cc1c(Cl)c(-c2n[nH]c(=S)n2Cc2ccco2)nn1C | 16.7 | -50.2
Cc1nc2nc(-c3ccccc3)cn2nc1C | -14.1 | -17.0
